MEKK2 mut-MEK5: signal of MEK5 binding to mutant human MEKK2 PB1 domain. bead flow cytometry, Alexa488-MEK5 binding to MEKK2 mutant. percent response, % at 10 µM. 290,000 tested, 0.35% active. AID 1530; in the data active = percent response above about 24%, passing the limit was not always enough; also: inactives centre near 1; some results filed as inactive read as strong as hits; reference of the scale not given here
PfM18AAP inh: blocks P. falciparum M18 aspartyl aminopeptidase | 290,000 tested, 1.2% active | recombinant PfM18AAP, H-Glu-NHMec fluorogenic cleavage | inhibition, % at 7.35 µM;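 active = inhibition above the campaign mean inhibition over all tested compounds plus 3 SD, cut at about 28% in these data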;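 also: 0% = plate median of test compound wells and 100% = 2 mM ZnCl2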
GPR7 antag: human neuropeptides B/W receptor 1 antagonism | P48145 | GPR7-expressing cells, fluorescence antagonist assay | inhibition, % at 4.4 µM | 290,000 tested, 1.1% active | AID 1861; in the data active = inhibition above about 16%, passing the limit was not always enough;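 also: cells stimulated with the agonist NPW; 0% = agonist with vehicle and 100% = vehicle without agonist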
Target sequence (P48145 whole entry, looked up): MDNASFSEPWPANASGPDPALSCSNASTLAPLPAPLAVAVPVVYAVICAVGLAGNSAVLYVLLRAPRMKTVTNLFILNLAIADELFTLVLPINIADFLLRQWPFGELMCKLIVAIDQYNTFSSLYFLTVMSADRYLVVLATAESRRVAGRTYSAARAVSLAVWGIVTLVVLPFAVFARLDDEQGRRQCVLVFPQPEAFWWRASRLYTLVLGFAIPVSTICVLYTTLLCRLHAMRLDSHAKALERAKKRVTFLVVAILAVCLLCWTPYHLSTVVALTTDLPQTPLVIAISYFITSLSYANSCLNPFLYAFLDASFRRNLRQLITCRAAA
MEKK2wt PB1 HTS: raises or lowers MEK5 binding to wildtype human MEKK2 PB1 domain | Q9Y2U5 | binding response (% of control), % at 10 µM | bead flow cytometry, Alexa488-MEK5 binding to MEKK2 WT; actives lie on both sides | 290,000 tested, 1.1% active; in the data active = binding response below about 67% or above about 130%
PHOSPHO1 inh: inhibitors of human PHOSPHO1 phosphatase; inhibition, % at 13.3 µM; 290,000 tested, 1.1% active; AID 1565; recombinant PHOSPHO1, absorbance phosphatase assay; in the data active = inhibition above about 60%
Target sequence (Q8TCT1 whole entry, looked up): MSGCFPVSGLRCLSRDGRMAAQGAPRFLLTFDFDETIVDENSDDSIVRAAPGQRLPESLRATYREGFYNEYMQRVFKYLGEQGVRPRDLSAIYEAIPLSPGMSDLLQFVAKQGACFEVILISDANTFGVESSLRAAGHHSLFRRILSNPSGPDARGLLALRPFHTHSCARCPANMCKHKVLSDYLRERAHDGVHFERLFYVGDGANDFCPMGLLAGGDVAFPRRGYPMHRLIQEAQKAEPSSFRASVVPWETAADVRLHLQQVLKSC
OXTR ag: activates the human oxytocin receptor; P30559; CHO-OTR cells, Fluo-8 calcium fluorescence; normalized: DMSO 0%, oxytocin 100%; activation, % at 3 µM; 320,000 tested, 0.32% active;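 active = activation above the mean of all tested compounds plus 3 SD, cutoff set per screening run, cut at about 20% in these data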;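 also: peak over basal fluorescence ratio from a 100 s FLIPR kinetic read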
Target sequence (P30559 whole entry, looked up): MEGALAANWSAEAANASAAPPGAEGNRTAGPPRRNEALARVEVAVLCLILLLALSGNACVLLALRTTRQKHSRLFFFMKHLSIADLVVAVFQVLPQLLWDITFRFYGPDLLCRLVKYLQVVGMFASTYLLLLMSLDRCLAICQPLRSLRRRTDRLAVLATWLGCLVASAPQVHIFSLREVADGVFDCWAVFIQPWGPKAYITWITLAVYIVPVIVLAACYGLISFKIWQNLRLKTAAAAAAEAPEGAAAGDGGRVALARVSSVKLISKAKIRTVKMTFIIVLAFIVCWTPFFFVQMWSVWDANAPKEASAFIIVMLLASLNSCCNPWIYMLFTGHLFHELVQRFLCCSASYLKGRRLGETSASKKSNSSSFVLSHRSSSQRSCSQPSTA
MEKK3 PB1 HTS: raises or lowers MEK5 binding to the human MEKK3 PB1 domain; Q99759; bead-based flow cytometry, Alexa488-MEK5 binding to MEKK3; actives lie on both sides; 0 = blocked by unlabeled MEK5, 100 = vehicle; binding response (% of control), % at 10 µM; 290,000 tested, 1.4% active; AID 1529;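 active = binding response more than 3 SD above or below the average of its plate-row segment, actives on both sides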;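 also: Alexa488 bead fluorescence after subtracting the streptavidin-only scavenger bead signal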
NALP1 yeast inh: NALP1 inhibition | S. cerevisiae NALP1/ASC/caspase-1 growth, X-gal OD620, 72 h | inhibition, % at 10 µM | 280,000 tested, 0.61% active | AID 2071; in the data active = inhibition mostly above about 24%, no sharp cut-off; inactive = mostly below about 32%; also: some compounds called inactive have numbers as strong as hits
DNA FID counter: displaces DNA intercalator in HCV helicase counter-screen; DNA fluorescent intercalator displacement, fluorescence; 290,000 tested, 0.17% active; inhibition, % at 7.9 µM; AID 1845; in the data active = inhibition above about 37%;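 also: 0% = vehicle and 100% = reference compound; higher means more ethidium bromide displaced from hairpin DNA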
* hit, by the source's call; nt = not tested or not shown; [ ] = dose if it differs, or a comment.

Fields: MEKK2 mut-MEK5	PfM18AAP inh	GPR7 antag	MEKK2wt PB1 HTS	PHOSPHO1 inh	OXTR ag	MEKK3 PB1 HTS	NALP1 yeast inh	DNA FID counter
- CC(C)(C)NC(=O)CCn1nc(-c2ccc(Cl)cc2)c2ccccc2c1=O
→ 11.0	3.2	13.2	103.0	2.0	-1.9	105.0	9.0	-37.6
- Cc1cccc(N2C(=O)N3[C@H](c4ccc(Cl)cc4)[C@@H]4C(=O)N(C5CCCCC5)C(=O)[C@@H]4[C@]3(Cc3ccc(Cl)cc3)C2=O)c1
→ -7.0	10.5	2.8	86.0	-7.3	-0.4	90.0	14.5	-6.2
- CCOC(=O)COc1ccc(S(=O)(=O)Nc2ccc(C)cc2)cc1
→ -1.0	0.2	0.2	96.0	35.6	15.9	99.0	30.7	-18.9
- Cc1ccc(S(=O)(=O)NC2c3cccc4cccc(c34)C2Sc2n[nH]c(N)n2)cc1 (stereo not given)
→ 0.0	8.2	-5.5	103.0	-6.2	-0.9	127.0	-7.6	-12.1
- CCOc1ccccc1NC(=O)Cn1cnc2c(cnn2-c2ccc(C)c(C)c2)c1=O
→ -7.0	6.5	-10.5	91.0	12.6	0.1	89.0	9.7	2.4
- CCOc1ccccc1NC(=O)CSc1nnc(-c2cnccn2)n1C
→ -3.0	-9.3	-14.0	102.0	37.9	-0.5	100.0	16.6	-10.4
- COc1ccc(-c2nn(-c3ccccc3)cc2/C=C/C(=O)OCC(=O)Nc2ccccc2C#N)cc1
→ -8.0	-7.3	-8.2	95.0	33.5	0.4	97.0	9.2	-2.8
- Cc1ccc(-c2nc(C#N)c(NCCCn3ccnc3)o2)cc1
→ -1.0	0.4	-3.3	102.0	49.9	0.1	99.0	9.5	-1.2
- COc1cc(CNc2ccc3[nH]c(=O)[nH]c3c2)ccc1OCc1ccc(F)cc1Cl
→ 4.0	-1.7	-0.4	105.0	38.1	nt	105.0	19.1	-17.5
- CCN1CCN(C(=O)c2ccc(C)c(S(=O)(=O)Nc3cccc(C)c3)c2)CC1
→ 4.0	-0.2	-15.7	104.0	19.8	-0.5	101.0	19.8	-0.6
- O=C(CSc1nc2ccccc2s1)N1CCOCC1
→ 5.0	9.4	-11.6	101.0	13.9	-0.1	101.0	36.3	1.3
- CCOC(=O)C1CCCN(Cc2cccc(Cl)c2)C1 (stereo not given)
→ 2.0	1.4	-14.2	104.0	-32.2	-1.5	108.0	-67.8	2.5
- O=C1ON=C(c2cccc([N+](=O)[O-])c2)/C1=C/c1ccc(O)cc1
→ -3.0	-8.6	-2.6	87.0	3.2	0.7	85.0	-4.6	1.8
- COc1ccccc1-c1coc2cc(OC(=O)/C=C/c3ccccc3)ccc2c1=O
→ -1.0	-3.1	-5.0	98.0	9.1	1.3	109.0	12.0	1.0
- CC(C)CCNC1=NCCCCC1
→ -1.0	-4.3	-2.4	103.0	25.4	-0.2	102.0	0.2	1.3
- CCc1ccccc1-n1cnc2cc(C(=O)O)ccc21
→ 7.0	-2.9	13.0	107.0	23.6	15.2	108.0	-8.1	-5.0
- O=C(COC(=O)c1ccc(NS(=O)(=O)c2ccc(Br)s2)cc1)NC1CCCC1
→ 0.0	5.3	-8.4	109.0	-25.5	0.8	104.0	4.8	-37.4
- COc1ccc(Cn2c(C)cc3c(c2=O)C(c2cccs2)C(C#N)=C(N)O3)cc1OC (stereo not given)
→ 1.0	-4.8	4.2	103.0	19.1	2.6	100.0	15.3	-2.0
- Cc1ccc(NC(/C=C/N(C)C)=C/C(=O)C(F)(F)F)c(C)c1
→ -8.0	7.3	-14.8	93.0	51.4	-0.8	91.0	-5.2	1.9
- Fc1ccc(CN2CCCN(C(=S)Nc3ccc(F)cc3)CC2)cc1
→ 8.0	-1.4	2.3	106.0	-3.1	6.2	105.0	-4.6	12.4
- Cc1ccc(NC(=O)CSc2nnc(-c3ccco3)o2)c(C)c1
→ -3.0	-11.8	-8.6	101.0	45.4	-0.2	92.0	8.2	0.1
- COc1ccc(Br)cc1/C=N/n1c(C)nnc1C
→ 6.0	0.6	-15.2	105.0	-7.1	-0.7	104.0	-29.1	5.0
- O=C(N/C(=C/c1cccs1)C(=O)N1CCOCC1)c1ccco1
→ -1.0	-10.7	1.9	102.0	-11.7	0.3	97.0	28.4	1.2
- CC(=O)Cn1c(=O)oc2ccccc21
→ 5.0	1.2	-16.0	99.0	41.8	-0.1	101.0	nt	-2.0
- CC1CN(S(=O)(=O)c2cccc(C(F)(F)F)c2)CN1C(=O)N1CCOCC1 (stereo not given)
→ 2.0	-7.4	-10.2	95.0	12.0	0.4	100.0	14.2	-5.2
- O=C(c1cccc(F)c1)N1CCCC(C(=O)N2CCCC2)C1 (stereo not given)
→ 1.0	-1.6	-9.1	99.0	9.1	-0.1	100.0	3.9	-2.7
- Cc1ccc(S(=O)(=O)NC(C)CCc2ccccc2)cc1C(N)=O (stereo not given)
→ 0.0	-12.3	-8.8	102.0	31.1	8.9	107.0	19.8	-14.6
- COc1ccc(CNC(=O)COC(=O)c2cccnc2Nc2cccc(C(F)(F)F)c2)cc1
→ 1.0	6.2	3.8	104.0	13.0	3.1	96.0	-12.9	-2.7
- CCOC(=O)N1CCN(c2cc(=O)n(-c3cccc(C)c3)c(=O)[nH]2)CC1
→ -4.0	-3.2	-5.2	101.0	0.6	0.1	105.0	8.1	-8.3
- Cc1ccc(-c2nnc(N3CCC(C)CC3)c3ccccc23)cc1
→ nt	-2.5	0.5	nt	10.8	-2.2	nt	-16.5	-6.4

Full records, quoted from the list.
Profile of Cc1ccc(NC(/C=C/N(C)C)=C/C(=O)C(F)(F)F)c(C)c1 → MEKK2 mut-MEK5: -8.0; PfM18AAP inh: 7.3; GPR7 antag: -14.8; MEKK2wt PB1 HTS: 93.0; PHOSPHO1 inh: 51.4; OXTR ag: -0.8; MEKK3 PB1 HTS: 91.0; NALP1 yeast inh: -5.2; DNA FID counter: 1.9
Profile of COc1ccc(Cn2c(C)cc3c(c2=O)C(c2cccs2)C(C#N)=C(N)O3)cc1OC (stereo not given) → MEKK2 mut-MEK5: 1.0; PfM18AAP inh: -4.8; GPR7 antag: 4.2; MEKK2wt PB1 HTS: 103.0; PHOSPHO1 inh: 19.1; OXTR ag: 2.6; MEKK3 PB1 HTS: 100.0; NALP1 yeast inh: 15.3; DNA FID counter: -2.0

New compounds follow:
Fields: MEKK2 mut-MEK5	PfM18AAP inh	GPR7 antag	MEKK2wt PB1 HTS	PHOSPHO1 inh	OXTR ag	MEKK3 PB1 HTS	NALP1 yeast inh	DNA FID counter
- COc1cc(C=C(C(C)=O)C(C)=O)ccc1O
→ 5.0	20.0	4.2	107.0	8.5	1.7	103.0	-5.4	-1.9
- Cc1nn(S(=O)(=O)c2cccc([N+](=O)[O-])c2)c(C)c1S(=O)(=O)N1CCOCC1
→ 3.0	-2.4	-9.8	101.0	37.5	0.2	102.0	4.0	6.0
- Cc1ccc(Oc2ccc(/C=N/O)cn2)cc1
→ 21.0	-13.5	-2.8	107.0	4.1	-2.1	108.0	13.1	1.9
- c1ccc2cc(CSCc3nc4ccccc4[nH]3)ccc2c1
→ 1.0	-0.4	-22.7	99.0	-11.7	0.0	102.0	46.7	-9.7
- C=CCOc1ccc(/C=C2\SC(=S)N(NS(=O)(=O)c3ccccc3)C2=O)cc1
→ -1.0	2.3	-18.0	101.0	15.0	-1.9	102.0	-13.7	-10.2
- O=C1C=CC(=O)N1Nc1ccc(Br)cc1
→ 3.0	-9.4	-1.3	107.0	7.1	-1.3	103.0	25.0	-4.2
- CC(O)[C@H]1CNC(=O)C(=O)N1CCCCC1CCCCC1 (stereo not given in full)
→ 1.0	nt	nt	84.0	34.3	-1.0	83.0	nt	nt
- N#CC1=C(N)OC2=C(CCc3ccccc32)C1c1ccccc1 (stereo not given)
→ 1.0	-11.1	-2.1	93.0	-6.9	-1.5	100.0	18.8	-28.5
- COc1ccc(C(=O)N/N=C(/C)c2cccc(NC(=O)c3ccncc3)c2)cc1OC
→ 0.0	-3.6	-1.6	101.0	36.0	nt	98.0	-3.3	-33.7
- COc1cc(OC)cc(C(C)=O)c1
→ 0.0	-10.2	-4.6	95.0	20.2	0.5	97.0	2.8	0.2
- COC(=O)N/N=C/c1cccs1
→ -8.0	2.6	-8.5	94.0	15.8	0.8	96.0	6.1	2.9
- O=C(c1cccn2c(=O)c3cc(Cl)ccc3nc12)N1CCN(Cc2ccc3c(c2)OCO3)CC1
→ nt	4.7	-7.6	nt	27.7	-0.8	nt	37.1	-2.0
- CCOC(=O)N1CCN(Cc2nc(C3CC3)no2)CC1
→ 2.0	-10.1	-12.2	99.0	-11.8	-0.8	102.0	-28.1	-2.9
- CC1Oc2ccccc2N(Cc2cccnc2)C1=O (stereo not given)
→ 0.0	-3.8	-7.2	99.0	4.0	0.2	96.0	17.2	0.7
- COc1cccc(C(=O)OCc2cc(=O)oc3c(C)c(C)ccc23)c1OC
→ 4.0	-1.5	-13.0	105.0	39.0	2.4	103.0	-5.0	-21.4
- O=C(NCc1ccc(F)cc1)C(=O)NCC1OCCN1S(=O)(=O)c1ccc2c(c1)OCCO2 (stereo not given)
→ -15.0	0.3	-9.8	93.0	28.5	-2.5	91.0	nt	-23.6
- O=C(CN1CCOCC1)Nc1nc(-c2ccccc2Cl)cs1
→ 0.0	0.0	1.7	100.0	nt	2.1	103.0	2.9	-14.4
- NC12CC3CC(C1)CC(CO)(C3)O2
→ 11.0	3.3	-4.2	108.0	-12.6	0.5	108.0	9.0	0.9
- CCN1CCN(CCCNC(=O)Cn2nc(C)n3nc(-c4ccccc4)cc3c2=O)CC1
→ 1.0	-0.2	-4.5	102.0	3.9	-0.4	104.0	24.8	16.4
- CCCOc1ccc(C2CC(=O)NC2=O)cc1 (stereo not given)
→ -9.0	3.5	-2.4	94.0	49.0	-0.7	98.0	-7.4	-1.3
- CN1N=C(C(=O)N2CCc3c([nH]c4ccccc34)C2c2c(F)cccc2Cl)CCC1=O (stereo not given)
→ -1.0	-0.7	15.6	96.0	36.7	14.2	102.0	10.6	-29.6
- C1=C(CCNC2=NCCCCC2)CCCC1
→ 1.0	7.7	1.6	103.0	2.6	-0.3	105.0	15.6	1.7
- Cc1ccccc1S(=O)(=O)c1c(C)cc(C)n(CC(C)C)c1=O
→ 4.0	-8.1	-7.1	100.0	13.5	-2.2	100.0	-4.4	-16.4
- COc1nc(Oc2ccc(=O)[nH]n2)nc(N2CCOCC2)n1
→ 5.0	-7.6	-3.8	98.0	-3.3	-0.5	102.0	3.0	-5.5
- CCCCC(CC)CNC(=O)c1cccs1 (stereo not given)
→ 2.0	-6.5	-21.4	104.0	-5.3	-1.9	102.0	14.1	-2.3
- CC(=O)N/C(=C\c1ccccc1)C(=O)OC/C=C/c1ccccc1
→ 0.0	-0.7	9.1	99.0	-24.5	-0.9	101.0	9.3	-36.9
- CC(NC(=O)c1ccco1)c1nc(-c2ccc(Cl)cc2)no1 (stereo not given)
→ 6.0	1.3	-5.3	99.0	4.0	5.0	101.0	9.7	-18.6
- CCOc1cc(Br)c(CN2C(=O)NC3(CCCCCC3)C2=O)cc1OCC
→ -2.0	0.8	3.0	103.0	27.9	-0.7	100.0	-4.4	-27.8
- C=CCNC(=O)C1CC2Cn3c(nc4ccccc43)C2N1C (stereo not given)
→ 4.0	nt	nt	93.0	39.0	0.6	97.0	nt	nt
- Cc1cc(=O)oc2cc(OCC(=O)OCC(=O)NC(C)C)ccc12
→ -2.0	4.1	-11.3	99.0	5.8	0.1	95.0	-3.4	-7.8
- CC1CC(=O)Nc2ccccc2N1C(=O)CN1CCN(c2ccccc2)CC1 (stereo not given)
→ -4.0	-1.2	-12.1	-5.0*[inhibitor]	-16.5	-0.2	94.0	0.9	-6.0
- COc1cc(SC)ccc1C(=O)OC(C)C(=O)NC1CCCC1 (stereo not given)
→ -13.0	-0.7	-1.6	79.0	35.7	nt	93.0	12.4	-5.6
- CCCn1nnnc1SCC(=O)NCc1ccccc1
→ 3.0	-1.8	16.1	111.0	-2.2	0.6	100.0	11.5	1.5
- CC(=O)c1cc2c(cc1NC(=O)c1cccc(S(=O)(=O)N3CCN(C)CC3)c1)OCO2
→ 1.0	3.2	-4.9	108.0	38.5	-0.8	102.0	7.0	0.9
